# IMPase cell inh: membrane-permeable compound that blocks inositol monophosphatase; AID 901; inhibition (IP1 accumulation), % at 46.1 µM; CHO-M1 cells, IP1 accumulation, HTRF TR-FRET ratio; 120,000 tested, under 10 active; P97697; active means well fitted curve in the direction sought with a large enough effect in the signal ratio, not every such curve was filed as active; inconclusive means small, poorly fitted or top-dose-only effect, or a change in a side signal; inactive means no such curve, though single readings can be large or run the other way; the % refers to the signal ratio;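 further: cells stimulated with carbachol in lithium chloride buffer; plate controls were DMSO basal wells for no effect and reference inhibitor wells for full effect; higher means more IMPase inhibition seen as more IP1 and lower FRET ratio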
# Target sequence (P97697 whole entry, looked up): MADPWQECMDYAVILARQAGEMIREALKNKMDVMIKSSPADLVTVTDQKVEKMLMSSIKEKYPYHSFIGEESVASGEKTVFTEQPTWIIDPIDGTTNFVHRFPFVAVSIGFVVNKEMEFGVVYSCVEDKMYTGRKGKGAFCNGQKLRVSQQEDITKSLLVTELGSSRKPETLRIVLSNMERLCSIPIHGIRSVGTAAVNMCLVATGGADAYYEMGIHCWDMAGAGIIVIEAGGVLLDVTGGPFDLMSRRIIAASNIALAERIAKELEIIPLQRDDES
#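 Measured: the HTRF emission ratio (665/620 nm) plus the 620 nm donor channel, each fitted to the Hill equation to give AC50. Cells were CHO-M1 given compounds up to 46 uM and a 30 min carbachol stimulation at 37C.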
# ALOX15B inhib: 15-hLO-2 (ALOX15B) enzyme inhibition. O15296. purified 15hLO-2, xylenol orange hydroperoxide absorbance. Potency, µM (top dose mostly 57.1 µM), for inactives: at the highest dose activity change, negative = inhibition, usual class: inhibitors. 110,000 tested, 0.56% active. AID 881; further: potency means the concentration at half of the fitted maximal effect; nearly all actives have a fitted effect of over 60% in size; many of its hits are not listed in these tables
# Target sequence (O15296 whole entry, looked up): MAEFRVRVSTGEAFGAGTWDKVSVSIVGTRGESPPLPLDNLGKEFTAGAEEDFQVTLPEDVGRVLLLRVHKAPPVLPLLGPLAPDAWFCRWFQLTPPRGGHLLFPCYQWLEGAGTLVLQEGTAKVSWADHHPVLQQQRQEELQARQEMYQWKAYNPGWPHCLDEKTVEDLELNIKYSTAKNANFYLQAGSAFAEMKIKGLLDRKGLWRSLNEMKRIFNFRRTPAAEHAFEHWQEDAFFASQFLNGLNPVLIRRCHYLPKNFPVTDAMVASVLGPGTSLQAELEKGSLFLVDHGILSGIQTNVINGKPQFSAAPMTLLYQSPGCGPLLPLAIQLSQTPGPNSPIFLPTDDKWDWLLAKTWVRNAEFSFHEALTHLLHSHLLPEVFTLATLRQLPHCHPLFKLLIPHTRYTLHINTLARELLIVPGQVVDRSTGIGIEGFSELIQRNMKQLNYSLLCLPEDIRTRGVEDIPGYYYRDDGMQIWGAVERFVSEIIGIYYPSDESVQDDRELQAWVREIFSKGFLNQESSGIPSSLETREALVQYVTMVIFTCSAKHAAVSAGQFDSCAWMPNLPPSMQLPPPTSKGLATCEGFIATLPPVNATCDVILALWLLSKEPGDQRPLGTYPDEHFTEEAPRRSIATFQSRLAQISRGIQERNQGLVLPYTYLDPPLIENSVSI
#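 Purified human 15hLO-2 (50 nM final) preincubated with compounds 15 min at room temperature in 25 mM Hepes pH 7.5, 0.01% Triton X-100, then 45 uM arachidonic acid added for 90 min; hydroperoxide detected via ferrous/xylenol orange, 573/405 nm absorbance ratio.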
# PNC inhibitor: inhibitors of perinucleolar compartment assembly. PC3M PTB-GFP, PNC prevalence imaging, 16 h; hits give low values. activity change (PNC), negative = inhibition, % at 10 µM. 140,000 tested, 3.1% active. AID 2417;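 active means readout at or below -70, meaning at least 70% loss of cells showing the perinucleolar compartment, a nuclear body marking cancer cells; inconclusive means readout between -30 and a set limit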;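 further: plate controls were DMSO wells for no effect and camptothecin positive control wells for full effect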
#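 Read-out is percentage of cells bearing a perinucleolar compartment, from automated 20x imaging of fixed, Hoechst-stained PC3M PTB-GFP cells. Cells were seeded 4 h, then exposed 16 h to compound (23 nl of library stock) in duplicate plates.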
# ALOX12 inhib: blocks human 12-lipoxygenase activity. purified 12-hLO, xylenol orange hydroperoxide absorbance. Potency, µM (titrated, usually from 57.1 µM), for inactives: top-dose activity change, negative = inhibition, hits mostly inhibitors. 150,000 tested, 0.12% active. AID 1452; further: potency means the concentration at half of the fitted maximal effect; nearly all actives have a fitted effect of over 55% in size; many of its hits are not listed in these tables
#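 Xylenol orange chromogenic assay: hydroperoxide from 12hLO oxidises Fe(II), giving red-shifted Fe(III)-XO absorbance. Conditions: 150 nM enzyme, 40 uM arachidonic acid, 25 mM Hepes pH 7.0, 0.01% Triton X-100, 30 min, room temperature.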
# The depositor's hits bear a star; ? = inconclusive; · = not tested or not shown; & = joins results of further samples; [ ] = dose if it differs, or a comment. Unless noted, the call rests on the fitted dose curve; in most records, active means well fitted curve in the direction sought with a large enough effect; inconclusive means small, poorly fitted or top-dose-only effect, or another doubt; inactive means no such curve, though single readings can be large; an effect the other way counts as inactive or inconclusive. Unless noted, on the % scale 0 is the no-effect control and ±100 the full control effect. This is a subset; count on the stated rates, not on these rows.
entry	molecule	IMPase cell inh	ALOX15B inhib	PNC inhibitor	ALOX12 inhib
1	CC(C)CC(=O)N[C@H](C(=O)N[C@H](C(=O)N[C@@H](CC(C)C)[C@H](O)CC(=O)N[C@@H](C)C(=O)N[C@@H](CC(C)C)[C@H](O)CC(=O)O)C(C)C)C(C)C	-4.2[20.6 µM]	3.8%[25.6 µM]	·	0.4%[25.6 µM]
2	NC(=O)c1ccsc1NC(=O)CSc1ccccc1F	-1.9	-0.1%	-18.4	-1.4%
3	Cc1nc(SCc2ccc(F)cc2)c([N+](=O)[O-])[nH]1	·	·	17.5	-1.3%
4	Cc1nc(NCC2CCCO2)nc2c1C(=O)CC(C)C2 (stereo unspecified)	3.4	1.0%	?	-0.4%
5	Cc1ccc(Cl)c(Nc2ccccc2C(=O)O)c1Cl	-7.0[20.6 µM]	-18.2%[0.0915 µM]	22.9	-6.8%
6	O=C(CSCc1c(Cl)cccc1Cl)NCC1CCCO1 (stereo unspecified)	1.1	-2.2%	54.4	-5.1%
7	CCOCCCNC(=O)Cn1cc2c(n1)CCCC2	-1.4	·	13.1	4.6%
8	COc1cc(/C=C(\C#N)c2ccccn2)ccc1OCc1ccc(Cl)cc1	-4.0	·	-15.6	-0.9%
9	CCN(CC)c1nc(N)nc(NS(=O)(=O)c2ccc(Cl)cc2)n1	-3.7	-14.2%	-18.0	-19.6%
10	O=C(CN1CCN(c2ccc(F)cc2)CC1)N1CCOCC1	9.5	-1.5%	15.5	-0.4%
11	CSc1ccc(Cl)c(C(=O)OCC(=O)NCc2ccco2)c1	9.7	-27.2%	5.7	-0.6%
12	COc1cc(NC(=O)C/C(C)=N/NC(=O)C(OC)c2ccccc2)c(OC)cc1Cl (stereo unspecified)	·	·	?	3.8%
13	CC1=C(C(=O)OC2CCCCCC2)C(c2ccc(C)o2)C2=C(CCCC2=O)N1 (stereo unspecified)	8.4	·	9.8	-12.3%
14	COc1cc(OC)c(C2=NOC(C(=O)N3CCCc4ccccc43)C2)cc1Cl (stereo unspecified)	8.2	5.1%	-25.7	2.7%
15	CCCOC(=O)C1C2C=CC3(CN(c4ccc(Cl)c(F)c4)C(=O)C13)O2 (stereo unspecified)	?	-2.8%	?	-3.9%
16	C=CCNC(=O)NC(=O)CSc1nc2cc([N+](=O)[O-])ccc2n1-c1cccc(C(F)(F)F)c1	-8.7	·	1.5	-1.2%
17	COc1ccc(-n2c(-c3ccccc3)cc3c2CCCC3=O)cc1	12.8	-19.7%	-1.8	-12.1%
18	COc1cccc2c1C(=O)c1c(O)c3c(c(O)c1C2=O)C[C@](O)(C(C)=O)C[C@H]3O[C@@H]1C[C@H](N)[C@H](O)[C@H](C)O1	9.9[20.6 µM]	28.7%[25.6 µM]	·	-1.5%[25.6 µM]
19	Nn1c(SC/C=C/c2ccccc2)nnc1-c1ccco1	-0.1	-9.3%	3.5	-3.0%
20	CCN1CCCC1Cn1cnc2c([nH]c3ccc(C)cc32)c1=O (stereo unspecified)	-8.7	4.1%	25.6	4.7%
21	COCC(C)NS(=O)(=O)c1ccc(OC)cc1 (stereo unspecified)	3.0	-2.9%	9.2	0.0%
22	Cn1c(=O)c2ncn(CC(=O)NCCOc3ccc(C(C)(C)C)cc3)c2n(C)c1=O	5.0	-6.0%	17.0	-2.7%
23	Cc1c(-c2nc(N)nc(Nc3ccccc3F)n2)oc2ccccc12	-7.1	24.2%	60.6	-19.6%
24	Cc1onc(-c2ccccc2)c1C(=O)Nc1nnc(-c2ccncc2)s1	?	0.5%	4.3	3.3%
25	O=C(Nc1cccnc1)c1ccc(F)cc1	-8.4	·	-19.1	6.5%

# Structural class: those above containing an NH in an aromatic ring
entry	molecule	IMPase cell inh	ALOX15B inhib	PNC inhibitor	ALOX12 inhib
3	Cc1nc(SCc2ccc(F)cc2)c([N+](=O)[O-])[nH]1	·	·	17.5	-1.3%
20	CCN1CCCC1Cn1cnc2c([nH]c3ccc(C)cc32)c1=O (stereo unspecified)	-8.7	4.1%	25.6	4.7%

# The list continues:
entry	molecule	IMPase cell inh	ALOX15B inhib	PNC inhibitor	ALOX12 inhib
26	O=C(N/N=C/c1ccccc1OC(=O)c1ccc2c(c1)OCO2)c1ccccc1	·	·	-1.5	-0.1%
27	COc1ccccc1N1CCN(CCN2C(=O)CC3(CCCC3)CC2=O)CC1	12.0&3.2	15.3%&9.3%	·	-8.3%&2.7%
28	O=C(NC1(C(F)(F)F)C(=O)Nc2c1c(=O)[nH]c(=O)n2Cc1ccco1)C1CCCCC1 (stereo unspecified)	2.9	-0.8%	31.4	5.0%
29	CCc1nc2oc3ccccc3c(=O)c2c(=O)n1Cc1ccc(OC)cc1	-3.3	15.7%	17.7	?
30	O=C(O)CSCc1cccc2ccccc12	·	15.7%[11.4 µM]	·	2.6%[11.4 µM]
31	Cc1cc(-c2ccccc2)[nH]c(=O)c1S(=O)(=O)c1ccccc1	-17.9	-11.8%	-3.4	7.0%
32	Cc1cc(=O)c2ccc3ccccc3c2[nH]1	-4.8	-2.0%	-23.8	-0.8%
33	Cc1cccc(C)c1NC(=O)N1CCN(C2CCCCC2)CC1	-4.1	·	27.7	2.5%
34	COc1cccc(-c2nc(CS(=O)CC(=O)NC3CCCC3)c(C)o2)c1 (stereo unspecified)	-7.8	-1.6%	-13.0	3.6%
35	CCc1ccc(-c2nnn(Cc3nc4ccccc4s3)n2)cc1	-8.4	20.0%	61.6	-11.7%
36	Cc1ccccc1Oc1ncnc2sccc12	0.8	-6.2%	-2.1	2.4%
37	Oc1ccc(N=Nc2n[nH]c(-c3ccccc3)n2)cc1	·	·	-1.0	-5.5%
38	COC(=O)C1C(=O)C2=C(CC1C)NC(=O)CC2c1cccc(C)c1 (stereo unspecified)	2.3	3.7%	?	7.5%
39	CC(=O)Nc1cc(Cl)ccc1OS(=O)(=O)c1ccc(C)cc1	·	·	?	-1.7%
40	CC12CCC(C(=O)N(c3ccccn3)c3ccccn3)(OC1=O)C2(C)C (stereo unspecified)	-4.3	1.3%	-10.7	5.0%
41	Cc1cc(N(C)Cc2ccccc2)nc(-c2ccccc2)n1	14.7	19.2%	?	3.3%
42	CCn1c(COc2ccccc2C)nnc1SCC(=O)N1CCC(C)CC1	2.1	5.3%	37.9	-3.0%
43	COc1ccc(NC(=O)Nc2ccc(Cc3ccncc3)cc2)cc1OC	3.3	21.4%	23.7	-6.3%
44	CN1C(=O)CC(N2CCN(c3ccc(Cl)c(Cl)c3)CC2)C1=O (stereo unspecified)	-4.0	1.7%	1.8	-4.2%
45	Nc1c(Cl)cc(NC(=O)c2ccccc2C(=O)O)cc1Br	·	·	-23.3	-1.4%
46	CCOC(=O)CN1C(=O)C(Sc2n[nH]c(-c3ccccc3)n2)CCc2ccccc21 (stereo unspecified)	2.1	-1.5%	-16.8	2.9%
47	Cc1ccc(C)c(NC2=CC(=O)CC(C)(C)C2)c1C#N	-4.1	-2.5%	-9.3	-4.1%
48	O=C(Nc1cccc(Cl)c1)Nc1nc(-c2ccc(Cl)cc2)cs1	3.5	-14.7%	?	-2.1%
49	COc1ccc(Cn2c(=O)oc3ccc(C)cc32)cc1OC	3.9	1.0%	39.2	6.0%
50	Cc1ccc(S(=O)(=O)NC2CCCCC2)cc1	·	-1.2%	·	-0.3%

# Four records drawn at random from those above, as already listed:
entry	molecule	IMPase cell inh	ALOX15B inhib	PNC inhibitor	ALOX12 inhib
37	Oc1ccc(N=Nc2n[nH]c(-c3ccccc3)n2)cc1	·	·	-1.0	-5.5%
44	CN1C(=O)CC(N2CCN(c3ccc(Cl)c(Cl)c3)CC2)C1=O (stereo unspecified)	-4.0	1.7%	1.8	-4.2%
12	COc1cc(NC(=O)C/C(C)=N/NC(=O)C(OC)c2ccccc2)c(OC)cc1Cl (stereo unspecified)	·	·	?	3.8%
26	O=C(N/N=C/c1ccccc1OC(=O)c1ccc2c(c1)OCO2)c1ccccc1	·	·	-1.5	-0.1%

# Later entries:
entry	molecule	IMPase cell inh	ALOX15B inhib	PNC inhibitor	ALOX12 inhib
51	O=C(NCc1ccco1)c1nc2nc(-c3cccs3)cc(C(F)(F)F)n2n1	-10.4	0.2%	6.9	-0.1%
52	Cc1ccc(NC(=O)Cn2c(=O)n(Cc3ccco3)c(=N)c3c4c(sc32)COC(C)(C)C4)cc1	-4.5	31.5%[activator]	-23.7	-5.7%
53	C=CCn1c(C)cc(C(=O)CSc2nc3ccccc3o2)c1C	4.6	-6.4%[2.29 µM]	?	-5.0%
54	CNC(=O)CN(c1ccc(OC)cc1)S(=O)(=O)c1ccc(F)cc1	?	·	41.4	-2.5%
55	O=C(NNC(=O)c1ccccc1-n1cccc1)c1ccc(Cl)cc1Cl	3.2	-4.1%	41.4	1.2%
56	C=C(C)C1CC=C(CO)CC1 (stereo unspecified)	·	2.5%	·	-3.2%
57	CCc1ccccc1NCC(=O)Nc1ccc(Cl)c(C(F)(F)F)c1	·	·	-23.3	-1.9%
58	O=c1cc(N2CCOCC2)c2ccccc2o1	-7.2	1.0%	?	-2.9%
59	Nc1nc(SCC(=O)Nc2cc(-c3ccccc3)nn2-c2ccccc2)n[nH]1	5.7	3.1%	?	4.8%
60	Cc1cccc(NC(=O)C2CCN(S(=O)(=O)c3c(C)noc3/C=C/c3ccco3)CC2)n1	·	·	-17.3	-4.7%
61	C=CCOn1c(=O)c(-c2ccc(OC)c(OC)c2)[n+]([O-])c2ccccc21	0.5	-23.2%	12.1	-8.5%
62	CCOC(=O)COc1c(Cl)cc(C2NC(=S)NC(c3ccccc3)=C2C(C)=O)cc1OC (stereo unspecified)	·	·	100.6	-14.4%
63	C[C@@H](NC(=O)C1(N)CCCC1)C(=O)O	·	-1.7%[11.4 µM]	·	1.3%[11.4 µM]
64	Fc1ccccc1OCCCCSc1ncccn1	3.9	-8.3%	29.1	0.3%
65	COc1ccc2cc(C(c3nnnn3C(C)(C)C)N3CCSCC3)c(=O)[nH]c2c1 (stereo unspecified)	8.8	-2.2%	?	-2.9%
66	CC(=O)c1ccc(C#CC(C)(C)O)s1	1.2	6.3%	?	2.1%
67	CCn1ncc(C(=O)Nc2ccccc2C)c1C	·	·	8.0	5.9%
68	COc1ccc(S(=O)(=O)N(C)CC(=O)Nc2ccccc2SC)cc1Cl	12.7	-7.9%	14.6	-6.9%
69	Cc1ccc(-c2cc(C(=O)NCc3ccc4c(c3)OCO4)no2)cc1	0.5	13.5%[2.29 µM]	21.0	-8.8%
70	Cc1ccc(NC(=S)NNC(=O)c2ccco2)cc1	4.2[1.84 µM]	8.5%[11.4 µM]	?	-3.3%
71	COc1cccc(CC(=S)N2CCOCC2)c1	·	·	?	7.0%
72	Cc1cc[n+](-c2nc([O-])sc2/C=N/Nc2ccc([N+](=O)[O-])cc2)cc1	2.4	-20.2%	24.1	-23.0%
73	Cc1ccc(/C=C/C(=O)Nc2cc(=O)n(C)c(=O)n2C)o1	·	·	-12.1	-1.4%
74	Clc1ccc(-c2ccc(/C=N/Nc3cc(N4CCOCC4)nc(N4CCOCC4)n3)o2)cc1	-1.4	·	-29.7	-3.3%
75	Cc1cc(C)nc(SCC(=O)NC2=NC(=O)C(C)S2)n1 (stereo unspecified)	-0.6	-7.5%	?	-3.6%
76	O=C(O)c1ccc(CSc2nnnn2C2CCCCC2)cc1	-11.5	0.7%	?	26.9%
77	Cc1nn(C(=O)c2ccco2)c(C)c1Sc1ccc([N+](=O)[O-])cc1	-3.9	-3.6%	8.6	-4.2%

# In the list so far, 2 contain a tert-butyl group.
entry	molecule	IMPase cell inh	ALOX15B inhib	PNC inhibitor	ALOX12 inhib
22	Cn1c(=O)c2ncn(CC(=O)NCCOc3ccc(C(C)(C)C)cc3)c2n(C)c1=O	5.0	-6.0%	17.0	-2.7%
65	COc1ccc2cc(C(c3nnnn3C(C)(C)C)N3CCSCC3)c(=O)[nH]c2c1 (stereo unspecified)	8.8	-2.2%	?	-2.9%

# Compound activity from PubChem BioAssay.
